Source: PubChem
FEN1 inhibitor: human FEN1 inhibition | 390,000 compounds, 0.35% hits | AID 588795 | P39748 | Recombinant FEN1 flap cleavage, fluorescence, 15 min | Potency, µM (doses to about 114 µM), without a hit: top-dose activity change, negative = inhibition, usual class: inhibitors; note: nearly all actives have a fitted effect of over 65% in size
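With each library titrated from low to high concentration, compounds met 10 nM FEN1 for 15 min at room temperature before 50 nM substrate was added; readings at 0 and 15 min fed four-parameter Hill curve fits.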
KAT2A inh: blocks human GCN5L2 histone acetyltransferase; Q92830; GCN5L2 HAT assay, ThioGlo1 CoA-SH fluorescence; Potency, µM (doses to about 58.9 µM), without a hit: top-dose activity change, negative = inhibition, usual class: inhibitors; 390,000 compounds, 0.21% hits
Target sequence (Q92830 whole entry, looked up): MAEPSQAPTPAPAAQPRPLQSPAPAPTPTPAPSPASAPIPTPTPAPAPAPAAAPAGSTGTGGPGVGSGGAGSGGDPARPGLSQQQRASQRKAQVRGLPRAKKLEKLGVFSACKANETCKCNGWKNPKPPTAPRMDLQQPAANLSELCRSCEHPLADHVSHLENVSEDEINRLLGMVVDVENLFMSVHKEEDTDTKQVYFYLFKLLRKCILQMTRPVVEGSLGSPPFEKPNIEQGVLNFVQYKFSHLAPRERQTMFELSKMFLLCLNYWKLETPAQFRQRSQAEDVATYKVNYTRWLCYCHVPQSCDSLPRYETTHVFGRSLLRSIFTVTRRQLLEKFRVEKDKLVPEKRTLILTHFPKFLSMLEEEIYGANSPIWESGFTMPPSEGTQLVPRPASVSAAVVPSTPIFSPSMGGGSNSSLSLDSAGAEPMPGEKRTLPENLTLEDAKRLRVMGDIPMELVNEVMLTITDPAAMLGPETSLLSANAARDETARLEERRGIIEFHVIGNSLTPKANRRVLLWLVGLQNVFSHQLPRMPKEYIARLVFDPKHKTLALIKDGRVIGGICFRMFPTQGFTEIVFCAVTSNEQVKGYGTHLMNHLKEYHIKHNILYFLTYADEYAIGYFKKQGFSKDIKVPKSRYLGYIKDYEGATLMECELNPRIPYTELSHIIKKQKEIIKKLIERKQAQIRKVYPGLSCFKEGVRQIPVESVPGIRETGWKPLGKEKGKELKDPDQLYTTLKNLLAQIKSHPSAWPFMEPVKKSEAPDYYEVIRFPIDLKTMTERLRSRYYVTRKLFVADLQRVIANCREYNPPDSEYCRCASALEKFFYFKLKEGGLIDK
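Enzyme at 20nM final was mixed with library compounds for 15 min at room temperature. Peptide H3(1-25) at 75uM, acetyl-CoA at 70uM and ThioGlo1 at 50uM were then added. Plates were read immediately and after 20 min (Ex340nm/Em540nm).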
N370S GC: inhibits or activates N370S mutant glucocerebrosidase. P04062. N370S GC spleen homogenate, 4MU-glucoside fluorescence. Potency, µM (highest dose often 59.4 µM), inactives show at the top dose activity change, negative = inhibition, most hits filed as inhibitors. 330,000 compounds, 0.092% hits. AID 2101;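 note: 0% = full enzyme activity and -100% = no enzyme basal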
Starred values were filed as active, the others as inactive; ? = inconclusive; / = not tested or not shown; & = joins results of further samples; [ ] = dose if it differs, or a comment. Calls come from the whole dose curve; as a rule, active = well fitted curve in the direction sought with a large enough effect; inconclusive = small, poorly fitted or top-dose-only effect, or another doubt; inactive = no such curve, though single readings can be large; an effect the other way counts as inactive or inconclusive. Unless noted, % is set by controls: 0 for no effect and ±100 for the full control effect; potency is the fitted concentration of half-maximal effect.

FEN1 inhibitor | KAT2A inh | N370S GC | SMILES
0% | 1% | 21% | Cc1ccc(C)c(NC(=S)NCc2cccs2)c1
-4% | -2% | 3% | C=CCN(c1ccccc1)S(=O)(=O)c1cccc(C(=O)Nc2nnc(SCC)s2)c1
13% | 2% | / | COc1ccccc1CNC(=O)Cn1nc(C)c2nn(-c3ccc(Cl)cc3)c(C)c2c1=O
-3% | 0% | 2% | CC1CC(C)CN(CCCNC(=O)c2c(O)nc3ccccn3c2=O)C1 (stereo not drawn)
7% | -14% | 0% | CCN(c1ccccc1)S(=O)(=O)c1ccc(OC)c(NC(=O)Cn2cnc3c2c(=O)n(C)c(=O)n3C)c1
-3% | 0% | / | CC(=O)c1ccc(NC(=O)C(C)Sc2nnc3ccccn23)cc1 (stereo not drawn)
-11% | -14% | 6% | O=C(CSc1nc2ccccc2s1)N/N=C/c1ccc(C(=O)O)cc1
4% | -1% | -6% | CCN1CCN(C(=O)CCc2nc3ccccc3n2-c2ccccc2)CC1
-3% | -2% | / | Cc1ccc(NC(=O)COC(=O)CNC(=O)C2CCCCC2)cc1S(=O)(=O)N(C)C
-10% | -3% | / | COc1ccc(OC)c(CN2CCN(C(=O)CNC(=O)c3ccc(C(C)(C)C)cc3)CC2)c1
4% | 9% | 6% | Cc1ccccc1CC1(CO)CCCN(Cc2ccc(C#CC(C)(C)O)cc2)C1 (stereo not drawn)
-3% | -20% | 7% | C=CCN1C(=O)C(Cc2ccc(Br)cc2)S/C1=N\N=C\c1ccco1 (stereo not drawn)
-7% | -2% | / | O=C1[C@@H](Oc2ccccc2)[C@@H](c2ccncc2)N1c1ccccc1
0% | -3% | 2% | CCCCCOc1ccc(C2C(C(C)=O)=C(C)Nc3ncnn32)cc1OC (stereo not drawn)
-2% | -5% | -2% | Cc1cc(C)nc(N/N=C/c2ccncc2)n1
0% | -2% | -12% | NC(=O)c1ccc(/C=N/O)[n+](Cc2ccccc2)c1
-14% | -3% | / | Cc1ccc(Cc2c(C)nc3nc(SCC(=O)NC(C)c4ccccc4)nn3c2C)cc1 (stereo not drawn)
-2% | -1% | 14% | COc1ccc(CCN2C(=O)CC(Cc3ccc(Br)cc3)C2=O)cc1OC (stereo not drawn)
16% | -5% | 20% | Nc1c(Cl)cc(Cl)cc1C(=O)OCC(=O)N1CCOCC1
18% | -2% | -3% | CC(=O)N1CCOc2ccc(S(=O)(=O)Nc3cccc(C)n3)cc21
-15% | -16% | / | CC(NC(=O)c1ccc(Cl)c(S(=O)(=O)N2CCCCCC2)c1)c1cccnc1 (stereo not drawn)
-6% | 0% | / | O=C(C[C@H]1C/C=C\CC[C@H](Cc2ccc(F)cc2)C(=O)OC[C@H]2CCCN2C1=O)N[C@@H](CO)Cc1ccccc1
1% | ? | -12% | COc1ccc(C(=O)Nc2nc3ccccc3s2)cc1
-2% | -7% | 2% | O=C(Nc1nn(Cc2ccccc2F)cc1Br)c1cccs1
-10% | 1% | 10% | CCOC(=O)N1CCN(c2cc(=O)n(C3CCCCC3)c(=O)[nH]2)CC1
-10% | -4% | / | Cc1ccc(S(=O)(=O)NCC(=O)OCC(=O)Nc2ccc3c(c2)OCCO3)cc1
-4% | ? | -4% | Cc1c(C=O)c2ccccn2c1C(=O)c1ccc(F)cc1
5% | 3% | -5% | O=C(Nc1ccccc1)NC1CCN(Cc2ccccc2)CC1
-1% | -6% | / | CCCCNC(=O)CSc1nc2cc3c(cc2c(=O)n1CCCC(=O)NCc1ccc(OC)cc1)OCO3
1% | -14% | 8% | CN(C)c1ccc(C(CC(=O)O)C(=O)O)cc1 (stereo not drawn)
-2% | -4% | -10% | CCN1CCN(C(=O)C2=CC(c3ccc(C)cc3)=NS(=O)(=O)N2C)CC1
-6% | -1% | -5% | Cc1nn(-c2ccccc2)c2c1C(c1ccncc1)C(C#N)=C(N)O2 (stereo not drawn)
-2% | -2% | 7% | COc1cccc(NC(=S)NCCCN2CCOCC2)c1
2% | 1% | -11% | O=C(COC(=O)c1cccc(S(=O)(=O)N2CCOCC2)c1)c1ccccc1
-20% | -11% | ? | COc1ccc(C2=NN(c3ccccc3)C(c3ccc(OC)c(OC)c3)C2)cc1 (stereo not drawn)
-1% | -3% | -4% | CCOc1ccc(-c2noc(CCC(=O)NCCc3ccccc3)n2)cc1OC
2% | 0% | 12% | CCCn1c(=O)n(N)c2ccccc21
-19% | 4% | / | COc1ccc(-c2cn3cccnc3n2)cc1NC(=O)Cc1ccccc1
3% | -4% | 11% | CCCc1n[nH]c2c1C(=O)C(C(=O)OC)C(C)(C)C2 (stereo not drawn)
5% | 0% | -4% | O=C(NCc1ccccc1)C1CC(=O)N(c2ccc(OCC(=O)N3CCOCC3)cc2)C1 (stereo not drawn)
18% | 3% | / | Cc1c(Cl)cccc1NC(=O)c1cc(-c2cccs2)on1
-3% | -17% | 2% | CCC(=O)Nc1cccc(NC(=O)COc2ccc(OC)cc2)c1
3% | -7% | -1% | OCCNc1nc(-c2ccccc2)c2cc(Br)ccc2n1
1% | 5% | 5% | O=C1c2ccccc2NC(c2ccccc2O)N1O (stereo not drawn)
-1% | 0% | 4% | COc1ccccc1C(=O)Nc1ccc2c(c1)C(=O)NC2=O
12% | -25% | 16% | CC(=O)Nc1c(-c2cc(=O)oc3cc(C)ccc23)oc2ccccc12
-16% | -1% | -7%[2.35 µM] | Cc1ccccc1NC(=O)Cn1c(C)nc2ccc(NC(=O)C3CC3)cc2c1=O
-2% | 1% | -17% | CC1CCCC(C)N1Cc1cn2ccccc2n1 (stereo not drawn)
-5% | 0% | / | CCCN(CCC)C(=O)Cn1c(=O)n(CCCCCC(=O)NCc2ccccc2Cl)c(=O)c2sccc21
-3% | -3% | -4% | CN(C)C(CNC(=O)c1cccnc1Sc1ccccc1)c1ccco1 (stereo not drawn)
6% | -9% | -11% | CCOC(=O)C(C)Sc1nnc(-c2ccccc2O)n1Cc1ccccc1 (stereo not drawn)
-6% | -6% | / | Cc1ccc(CN(C(=O)COc2cccc([N+](=O)[O-])c2)c2ccccn2)o1
-7% | 1% | -3% | CCOc1ccccc1NC(=O)n1ncc2c(C)cccc21
2% | -5% | 9% | CC(=O)Nc1nc(N2C(=O)c3ccccc3C2=O)n(-c2ccccc2)n1
-11% | -6% | -19% | CCC(C)NC(=O)C1CCN(S(=O)(=O)c2cccc3nonc23)CC1 (stereo not drawn)
2% | -6% | 9% | COc1ccc(N/C=C(\C#N)c2nc3ccccc3n2C)c(OC)c1
0% | -7% | / | Cc1ccc(-c2noc(CNC(=O)COc3cc(C)c(Br)c(C)c3)n2)cc1
-10% | ? | -22% | CC(=O)NC(CC(=O)Oc1ccc(C)cc1Br)c1ccccc1 (stereo not drawn)
9% | -12% | 4% | O=P(c1ccccc1)(c1ccccc1)C1CCCO1 (stereo not drawn)
0% | 0% | 4% | COc1ccc(COC(=O)C2=C(C)NC(=O)NC2c2ccc(O)c(OC)c2)cc1 (stereo not drawn)

Continued:
FEN1 inhibitor | KAT2A inh | N370S GC | SMILES
-1% | -2% | -7% | CCOC(=O)c1ccc(NC(=O)CN2CCN(C(=O)c3ccco3)CC2)cc1
-4% | -17% | / | COc1ccc(S(=O)(=O)n2nc(-c3ccco3)nc2NCc2ccc(C(C)C)cc2)cc1
-14% | -4% | 0% | COc1ccc(OC)c(S(=O)(=O)Nc2cccc(C(C)=O)c2)c1
12% | -4% | / | O=C(C1CCCN(S(=O)(=O)c2ccc(Br)s2)C1)N1CCN(c2ccccc2F)CC1 (stereo not drawn)
-3% | -1% | 3% | COc1ccc(-n2c(SCC(=O)N3CCCCC3)nc3ccccc3c2=O)cc1
-8% | -2% | 20% | CCn1c(C2CC(=O)N(c3cc(C)cc(C)c3)C2)nc2ccccc21 (stereo not drawn)
3% | ? | -4% | Cc1ccc(SCc2[nH]nc3c2C2(CCSCC2)C(C#N)=C(N)O3)cc1
-7% | -1% | / | Cc1ccc2scc(N3CCCCC3)c(=O)c2c1
/ | ? | 11% | CCn1cc(C(=O)O)c(=O)c2cnc(N3CCCC3)nc21
-3% | -1% | / | CCn1c(=O)cc(SCC(=O)NCCc2cccc(C)c2)c2ccccc21
-2% | ? | 3% | CCOC(=O)N1CCN(c2c(-c3ccc(C(C)C)cc3)c(=O)c2=O)CC1
13% | 1% | / | CC1CCN(c2nn3c(=O)c(C(=O)NCCCOC(C)C)cnc3s2)CC1
-3% | -8% | 2% | Cc1nn(-c2ccccc2)c2c1C(c1ccco1)C(C#N)=C(N)O2 (stereo not drawn)
3% | 29% | 6% | O=C(Nc1ccccc1)C1CC(=O)n2c(nc3ccccc32)N1 (stereo not drawn)
0% | -3% | -4% | COc1cc(C(c2nnnn2C2CCCC2)N2CCN(C(=O)c3ccco3)CC2)cc(OC)c1OC (stereo not drawn)
-24% | -10% | 1% | Cc1[nH]c2ccccc2c1C(=O)C(=O)N1CCN(c2cccc(Cl)c2)CC1
-2% | ? | -9% | O=C(Oc1ccc([N+](=O)[O-])cc1)c1cc(-c2ccccc2)nc2ccccc12
-1% | ? | -10% | CC1C(=O)C(C)C(c2cccc(Br)c2)NC1c1cccc(Br)c1 (stereo not drawn)
-7% | -2% | -4% | O=C(NCCNc1ccc([N+](=O)[O-])cc1)c1cccs1
/ | -7% | -3% | O=C(COC(=O)CC(c1ccccc1)c1ccccc1)Nc1c(F)cccc1F
-1% | -6% | -2% | CCNC(=O)CCSc1nnc(-c2ccncc2)o1
-8% | -4% | 2% | O=C(Nc1ccc2c(c1)OCCO2)c1c(F)c(F)c(F)c(F)c1F
12% | -12% | -4% | CCN(CC)c1ccc(NC(=O)c2ccc3c(c2)OCO3)cc1
-13% | -6% | 16% | Cn1c(=O)c2[nH]c(N3CCN(c4ccccc4)CC3)nc2n(C)c1=O
6% | ? | -4% | CCOC(=O)C1=C(C)Nc2ccccc2N=C1NC(=O)c1ccc(Cl)c(S(=O)(=O)N2CCCC2)c1
1% | 0% | -11% | Cc1csc(NC(=O)CCC(=O)N(CC(=O)NC2CCCC2)c2ccccc2)n1
14% | 0% | -2% | Cc1ccc(/C=C/C(=O)O)cc1S(=O)(=O)NCc1cccnc1
-4% | 24% | -1% | CS(=O)(=O)N1CCc2nc(-c3ccccc3)sc2C1
13% | -4% | -5% | NNc1ccc2nncn2n1
6% | -8% | / | Cc1ccc(NC(=O)CN(C)C(=O)COc2ncnc3ccc(Br)cc23)cc1
17% | -5% | / | Cc1ccc(CNC(=O)c2ccc(Nc3nc4ccccc4n4nnnc34)cc2)cc1
/ | -13% | 12% | COc1ccc2cc(/C=N/NC(=O)CN(c3ccccc3)S(=O)(=O)c3ccccc3)c(Cl)nc2c1
2% | 0% | 2% | O=C(Nc1cccc(S(=O)(=O)Nc2ccccc2Cl)c1)c1ccc(Cl)nc1
7% | -1% | / | CC(=O)N1CCc2nc3sc(C(=O)Nc4ccc(Cl)cc4F)c(N)c3c(C(F)(F)F)c2C1
-8% | -5% | -20% | CN(CC(=O)Nc1ccc(F)c(F)c1F)C(=O)c1cc(-c2ccncc2)nc2ccccc12
23%&-3% | -1%&-12% | -9% | CCN(c1ccccc1)S(=O)(=O)c1nnc(NC(=O)C(C)(C)C)s1
0% | 3% | -13% | O=C(CCC(=O)c1cccs1)NCc1cccc(Cl)c1
18% | 2% | 6% | C=CCN(CC=C)C(=O)C(=O)c1ccn(-c2c(C)csc2C(=O)OC)c1

Part of the list above in order of number of heavy atoms, lowest first.
FEN1 inhibitor | KAT2A inh | N370S GC | SMILES
13% | -4% | -5% | NNc1ccc2nncn2n1
-4% | 24% | -1% | CS(=O)(=O)N1CCc2nc(-c3ccccc3)sc2C1
0% | 3% | -13% | O=C(CCC(=O)c1cccs1)NCc1cccc(Cl)c1
12% | -12% | -4% | CCN(CC)c1ccc(NC(=O)c2ccc3c(c2)OCO3)cc1
23%&-3% | -1%&-12% | -9% | CCN(c1ccccc1)S(=O)(=O)c1nnc(NC(=O)C(C)(C)C)s1
18% | 2% | 6% | C=CCN(CC=C)C(=O)C(=O)c1ccn(-c2c(C)csc2C(=O)OC)c1
2% | 0% | 2% | O=C(Nc1cccc(S(=O)(=O)Nc2ccccc2Cl)c1)c1ccc(Cl)nc1
6% | -8% | / | Cc1ccc(NC(=O)CN(C)C(=O)COc2ncnc3ccc(Br)cc23)cc1
1% | 0% | -11% | Cc1csc(NC(=O)CCC(=O)N(CC(=O)NC2CCCC2)c2ccccc2)n1
17% | -5% | / | Cc1ccc(CNC(=O)c2ccc(Nc3nc4ccccc4n4nnnc34)cc2)cc1
7% | -1% | / | CC(=O)N1CCc2nc3sc(C(=O)Nc4ccc(Cl)cc4F)c(N)c3c(C(F)(F)F)c2C1
-8% | -5% | -20% | CN(CC(=O)Nc1ccc(F)c(F)c1F)C(=O)c1cc(-c2ccncc2)nc2ccccc12
/ | -13% | 12% | COc1ccc2cc(/C=N/NC(=O)CN(c3ccccc3)S(=O)(=O)c3ccccc3)c(Cl)nc2c1
